Assay outcomes as filed in PubChem BioAssay.
TTR transcr act = increases transthyretin transcription | SH-SY5Y TTR promoter Gaussia luciferase, luminescence; 100% = recombinant luciferase protein wells | activation, % at 16.7 µM | 92,000 compounds, 1.3% hits;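 active = activation above the mean of all tested compounds plus 3 SD, cut at about 9.5% in these data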;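 also: cells exposed to compounds for one day before reading; 0% = median of all test compound wells on the plate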
Active calls of the source: *. An excerpt; the hit share may differ from the screen's.

SMILES	TTR transcr act
CCc1ccc(S(=O)(=O)Nc2c(C)nn(C)c2C)cc1	1.4
c1ccc(-c2nn[nH]n2)nc1	-1.2
COC(=O)[C@@]12C[C@@H](CC(=O)NCCC(C)C)C(=O)N(Cc3cccc4ccccc34)C1=CCC(C)(C)C2	0.3
CSc1nccc(Oc2cncc(Cl)c2)n1	2.2
CC(C)CN(C(=O)CN(C)S(=O)(=O)c1ccc(Cl)cc1)C1CCS(=O)(=O)C1 (stereo not given)	-1.0
COC(=O)CCC(C)C1CCC2C3CCC4CC(O)CCC4(C)C3=CC(=O)C12C (stereo not given)	-1.7
COc1ccccc1N1CCN(C(=O)CCN2C(=O)c3cccc4cccc(c34)C2=O)CC1	-1.1
CCCNc1nc2c(c(=O)[nH]c(=O)n2C)n1CCc1ccccc1	-1.6
O=c1[nH]c(COc2ccc(Br)cc2Cl)nc2ccccc12	-0.9
Cn1ccc2c(N3CCCCCC3)cc3c(c21)C1CCC3C1 (stereo not given)	0.9
CC(NC(=O)C1CCC(CNC(=O)[C@@H]2Cc3ccccc3CN2)CC1)c1ccccc1 (stereo not given in full)	-0.7
O=C(N/N=C/c1ccccn1)C1CC1	1.5

Molecules shown so far with a Cl atom:
SMILES	TTR transcr act
CSc1nccc(Oc2cncc(Cl)c2)n1	2.2
CC(C)CN(C(=O)CN(C)S(=O)(=O)c1ccc(Cl)cc1)C1CCS(=O)(=O)C1 (stereo not given)	-1.0
O=c1[nH]c(COc2ccc(Br)cc2Cl)nc2ccccc12	-0.9

(list continues)
SMILES	TTR transcr act
COc1ccc(CCNC(=O)C2CCCN(c3nc(C)cc(C)n3)C2)cc1 (stereo not given)	-3.1
CCN1C(=O)N[C@@H](c2cccs2)C(C(C)=O)=C1C	3.2
C[C@H](CO)N1C[C@H](C)[C@@H](CN(C)Cc2ccc(C(=O)O)cc2)Oc2c(NC(=O)c3ccncc3)cccc2C1=O	-3.4
Cc1cc(C)cc(-n2c(SC(C)C(=O)NCc3ccc4c(c3)OCO4)nc3ccccc3c2=O)c1 (stereo not given)	-2.3
COc1ccccc1/C=C/C(=O)OCC(=O)NCCC1=CCCCC1	-1.6
O=C(CSc1ccccc1)Nc1ccc(C(=O)Nc2ccc(O)cc2)cc1	0.8
Cc1ccc2c(c1)P(=O)(O)c1cc(C)ccc1O2	0.6
O=C(COn1nnc2ccccc21)N1CCN(Cc2ccccc2)CC1	-0.9
[N-]=C=C1C(=S)NC(=O)[C@H]([n+]2ccccc2)[C@H]1c1ccc(Cl)cc1	7.5
COc1ccc(C2=C/C(=C/c3cccnc3)C(=O)O2)cc1OC	-0.3
COc1c[nH]n(C2CCCCC2)c(=O)c1=O	-2.3
CCn1c(C)c(C)c2cc(C(=O)NCCN3CCCCCC3)ccc21	-0.6

Sorted by the number under TTR transcr act (high to low): four of the compounds above.
structure | TTR transcr act
[N-]=C=C1C(=S)NC(=O)[C@H]([n+]2ccccc2)[C@H]1c1ccc(Cl)cc1 | 7.5
COc1ccc(C2=C/C(=C/c3cccnc3)C(=O)O2)cc1OC | -0.3
Cc1cc(C)cc(-n2c(SC(C)C(=O)NCc3ccc4c(c3)OCO4)nc3ccccc3c2=O)c1 (stereo not given) | -2.3
C[C@H](CO)N1C[C@H](C)[C@@H](CN(C)Cc2ccc(C(=O)O)cc2)Oc2c(NC(=O)c3ccncc3)cccc2C1=O | -3.4

(cont.)
SMILES	TTR transcr act
COc1ccc(NC(=O)Nc2nc(C)cc(C)n2)c(OC)c1	-1.5
N#Cc1ccsc1NC(=O)CCN1C(=O)C2CCCCC2C1=O (stereo not given)	0.0
Cc1noc(C)c1C(=O)Nc1nc2ccc(F)cc2s1	-0.4
COC(=O)c1ccc(CSc2ncnc3ccccc23)o1	-2.3
COc1ccc(S(=O)(=O)N2CC(=O)Nc3ccccc32)cc1F	2.5
CCCc1cc(=O)[nH]c(SCC(=O)N2CCN(S(=O)(=O)c3ccc(C)cc3)C2)n1	3.6
CS(=O)(=O)N(CC(=O)Nc1ccccc1Br)Cc1ccccc1	0.1
CCOC(=O)N1CCN(CC(=O)Nc2ccc(C)c(Br)c2)CC1	0.3
CCC(C(=O)NC1CCCC1)N(C(=O)Cn1nnc(-c2ccc(C)o2)n1)c1ccc(OC)cc1 (stereo not given)	-1.2
COc1cccc(/C=C2\SC(=O)NC2=O)c1OCc1ccc(C(=O)O)cc1	-0.8
O=S(=O)(CC1NCCc2ccccc21)NCc1ccccc1 (stereo not given)	2.7
Cn1c(=O)[nH]c(=O)c2c1nc(SCCO)n2Cc1ccccc1Cl	2.5
O=C(CSCc1ccc(F)cc1)Nc1ccc(F)cc1	3.9
O=C(CCc1nnc(CCCc2ccccc2)o1)NCC(F)(F)F	-0.8
COc1ccc(-c2cc(C(=O)Nc3nc4ccccc4s3)c3ccccc3n2)cc1OC	-2.7
NC(=O)c1cc(N)ccc1N1CCCC1	2.6
O=C(c1ccc([N+](=O)[O-])o1)N(Cc1nnc(-c2ccccc2Cl)o1)C1CC1	-0.8
COCCCNCCCOc1ccc(C(C)(C)c2ccccc2)cc1	-1.0
COc1ccc(C2C(C#N)=C(N)N(c3cccnc3)C3=C2C(=O)CCC3)cc1Cn1cc([N+](=O)[O-])cn1 (stereo not given)	-1.5
COc1cccc(CNC(=O)C2CCN(S(=O)(=O)c3ccc4c(c3)OCCO4)CC2)c1	-1.2
Cc1ccc(-c2nn(-c3ccccc3)cc2C(=O)NC2CCC(O)CC2)cc1 (stereo not given)	-1.0
COc1ccc(CCN(C)CCCN2CC(c3ccccc3)CC2=O)cc1OC (stereo not given)	-2.3
CC(=O)c1cc2c(cc1F)C(C)(C)CCC2(C)C	0.3
COC(=O)CSc1nc(N)nc(C)c1Cl	-0.6
COC(=O)C[C@@H]1C=C[C@@H](NC(=O)CN(C)C)[C@@H](CO)O1	2.8
CCOC(=O)c1[nH]c2ccccc2c1NC(=S)Nc1cccc(C)c1	0.4
O=C(NCCCn1ccnc1)c1cc(-c2ccccc2)on1	-0.6
CCCn1cc(CN2CCN(Cc3ccc(C)o3)C(CCO)C2)c(C)n1 (stereo not given)	3.5
O=S(=O)(O)C(c1ccccc1)C1(O)CCCCC1 (stereo not given)	1.1
CCC(C)[C@H](NC(=O)[C@@H]1CSC2c3ccccc3C(=O)N21)C(=O)NCc1ccncc1 (stereo not given in full)	0.1
CNc1nc(SCc2ccc(C)cc2)nc2c1CCCC2	0.3
COC(=O)c1ccc(Oc2nc(C)cc(Oc3ccccc3)n2)cc1	-2.8
CCOC(=O)/C(=C\c1ccc(C)cc1)NC(=O)c1ccccc1	3.5
CN(CC1CCCO1)S(=O)(=O)c1ccc(C(=O)Nc2ccc3c(c2)OCO3)cc1 (stereo not given)	3.2
COc1cc(CN2CCC(C(=O)NCC(C)(C)CN(C)C)CC2)ccc1OCc1ccccc1	6.1
CCC1(c2ccccc2)NC(=O)N(CC(=O)N(C)CC(=O)Nc2ccc(F)c(F)c2F)C1=O (stereo not given)	-0.3

An excerpt of these results, with values ahead of the structure:
| TTR transcr act | compound |
| --- | --- |
| -0.6 | O=C(NCCCn1ccnc1)c1cc(-c2ccccc2)on1 |
| 3.5 | CCCn1cc(CN2CCN(Cc3ccc(C)o3)C(CCO)C2)c(C)n1 (stereo not given) |
| 1.1 | O=S(=O)(O)C(c1ccccc1)C1(O)CCCCC1 (stereo not given) |
| 0.1 | CCC(C)[C@H](NC(=O)[C@@H]1CSC2c3ccccc3C(=O)N21)C(=O)NCc1ccncc1 (stereo not given in full) |
| 0.3 | CNc1nc(SCc2ccc(C)cc2)nc2c1CCCC2 |
| -2.8 | COC(=O)c1ccc(Oc2nc(C)cc(Oc3ccccc3)n2)cc1 |

Other entries
SMILES	TTR transcr act
O=c1[nH]cc([N+](=O)[O-])cc1Br	1.3
CC1(C)CC(=O)C(C(=O)/C=C/NCCc2ccccc2)C(=O)C1	6.8
CCCCn1c(N)c(N(CCC(C)C)C(=O)CSc2nncn2-c2ccccc2)c(=O)[nH]c1=O	-1.5
CN(CC#CC1(O)c2ccccc2-c2ccccc21)Cc1ccccc1	2.8
Cc1cc(=O)[nH]c(SCC(=O)NC2CCCCCCC2)n1	0.6
COc1ccc(C2C(C(=O)c3cccs3)=C(O)C(=O)N2Cc2cccnc2)cc1OC (stereo not given)	1.8
CCOc1ccc2nc(NCCNC(=O)C(C)(C)C)c(C)cc2c1	0.4
COc1ccc(-n2nnc3c(=O)n(Cc4cccc(C)c4)cnc32)cc1	-0.5
CCOC(=O)C1CCN(C(=O)Nc2ccc(Cl)cc2Cl)CC1	0.6
O=[N+]([O-])c1ccc(Cl)c(/C=N/N2CCN(C3c4ccccc4-c4ccccc43)CC2)c1	6.7
COCCCNC(=O)Cn1cc(/C=C(\C#N)C(=O)N2CCN(c3ccccc3)CC2)c2ccccc21	-1.0
COC(=O)c1ccc(C2=NOC(C)(c3nnc(-c4cccc(Cl)c4)o3)C2)cc1 (stereo not given)	1.2
NC(=O)C1CNc2ccccc2O1 (stereo not given)	3.9
O=C(Cc1ccc([N+](=O)[O-])cc1)Nc1ccc(C(=O)N2CCOCC2)cc1	-0.4
Cc1ccc(Cn2ccc(NC(=O)c3cc(-c4ccc(F)cc4)on3)n2)cc1	-1.2
COc1ccc(CN2CCC[C@]3(N[C@H](c4ccccc4)[C@@H]4C(=O)N(C)C(=O)[C@@H]43)C2=O)cc1	-2.0
O=c1[nH]c2ccc(N/C(=N/S(=O)(=O)c3ccccc3)c3ccccc3)cc2[nH]1	-0.8
Oc1ccc(C(=S)N2CCN(Cc3ccccc3)CC2)cc1	2.0
Cn1cnnc1SCC(=O)NNC(=O)c1ccc(Cl)cc1	-1.2
Cc1c(NC(=O)CCCOc2ccccc2)cccc1[N+](=O)[O-]	-0.7
COc1ccc(NS(=O)(=O)c2ccc(NC(=S)NC(=O)/C=C/c3ccc(C)cc3)cc2)nn1	0.3
CNc1nc(Cl)c(SC)c(NC2CCCCC2)n1	1.4
O=[N+]([O-])c1ccccc1N=NNc1ccccc1	0.1
O=c1cc(C(F)(F)F)[nH]c2ccccc12	-1.0
CN(Cc1ccccc1F)C(=O)CN1c2cccc3cccc(c23)S1(=O)=O	-1.1
CCc1ccc(O)c(N=Cc2ccccc2O)c1	-0.4
Cc1ccc(NC(=O)c2ccc(Cl)cc2[N+](=O)[O-])nc1	-2.3
CSc1ccccc1OCc1cc(C(=O)N2CCN3CCCC3C2)no1 (stereo not given)	-0.7
Cc1ccc(SCc2cc(=O)[nH]c(N3CCN(Cc4ccc5c(c4)OCO5)CC3)n2)cc1	0.8
CCn1c(SCC(=O)c2ccccc2)nnc1-c1cc2cc(Br)ccc2o1	8.7
COc1ccc(CC(=O)Nc2c(C(N)=O)oc3ccccc23)cc1	4.1
O=C(Cc1cccc(NC(=O)C2CCCN(C(=O)C3CCC3)C2)c1)Nc1cccc(C(=O)N2CCOCC2)c1 (stereo not given)	0.1
CC1CC(C)CN(C(=O)CSc2nnc(CSc3ncccn3)n2C)C1 (stereo not given)	-1.0
Cc1c(NC(=O)N2CCCCCC2)c(=O)n(-c2ccccc2)n1C	1.1
COc1ccc(CCC(=O)Nc2ccc(Cl)c(S(=O)(=O)N3CCOCC3)c2)cc1OC	-1.4
CC(C)N=C(NC#N)SCc1ccc(Br)cc1	-1.5
CCN1C(=O)[C@H]2[C@H]3CN=C(SCc4ccc(C#N)cc4)N3[C@@](Cc3ccccc3)(C(=O)OC)[C@H]2C1=O	-0.1
CCCCC1C2C(=O)N(c3ccccc3)C(=O)C2ON1c1ccccc1 (stereo not given)	2.8
CC(C)C1C(=O)N(Cc2cn(CCC3OCCCO3)nn2)CCS(=O)(=O)N1Cc1ccc(-c2cccc(N(C)C)c2)cc1 (stereo not given)	7.0
O=C(/C=C/c1ccco1)Nc1cccnc1	4.0
COc1ccccc1-c1nc(-c2ccc(Br)o2)no1	0.3
O=C1Nc2ccccc2/C1=N\N1CCOCC1	1.3
COc1ccc(Nc2nc(C)cc(C)c2C#N)cc1	-0.5
O=C(NCC1CCCO1)c1cccnc1NCc1ccc(F)cc1 (stereo not given)	-0.6
COC(=O)c1c(C)cc(O)cc1O	3.9
CN(C)c1nnnn1-c1ccc(Cl)cc1Cl	-1.2
COc1ccc(-c2nnc(SCC(=O)N3CCCC(C)C3)o2)c(OC)c1 (stereo not given)	1.1
Brc1cnc(N2CCOCC2)nc1N1CCCCC1	-0.7
COc1ccc(-c2nc3c(Cl)cc(C(F)(F)F)cn3c2Cc2cccc(Cl)c2)cc1OC	-0.2
CC(c1ccccc1)n1ccnc1CO (stereo not given)	1.3
COC(=O)[C@]12C[C@H](CC(=O)NCc3cccc4ccccc34)C(=O)N(Cc3ccc(Cl)cc3Cl)C1=C[C@H](C1CCCC1)O[C@@H]2C	-1.3
CSc1cccc(NC(=O)Nc2ccccc2C(N)=O)c1	1.4
CC(C)c1ccc(CNc2cc(N3CCCC3)ccc2[N+](=O)[O-])cc1	-1.8
CCOc1ccc(-n2c(SCC(=O)Nc3cc(C)on3)nc3c([nH]c4ccccc43)c2=O)cc1	-1.1
CCC(=O)Nc1cccc(Oc2nc(C)cc(C)c2C#N)c1	2.8
O=C1/C(=C\c2ccncc2)SC(=S)N1C1CCCCC1	2.4
CC(C)C1Cc2c(sc3c2c(=O)n(Cc2ccccc2)c2nncn32)CO1 (stereo not given)	0.5
O=C1C(c2ccccc2)=[N+]([O-])c2ccccc21	-5.8
C=COCCNC(=O)C(=O)NC(C)C	0.1
O=C(O)c1cccnc1SC1CC(=O)N(c2cccc(C(F)(F)F)c2)C1=O (stereo not given)	-1.1
More structures
SMILES	TTR transcr act
NS(=O)(=O)c1ccc(Sc2ccc3c(c2)CCC3)nc1	-0.9
COc1ccc(-c2csc(NC(=O)c3ccc(OCC(=O)N4CCOCC4)c(OC)c3)n2)cc1OC	-4.3
O=c1cc(CN2CCCC2)c2c(ccc3ccccc32)o1	0.6
Cc1ccc(-n2cnc(N)c2C(=O)c2cccc([N+](=O)[O-])c2)cc1	-1.5
CCC(C)NC(=O)COC(=O)c1ccccc1OCC(=O)Nc1ccc(Br)cc1 (stereo not given)	-1.9
COc1cc(/C=C(/C#N)C(=O)NC(C)c2ccccc2)cc(OC)c1O (stereo not given)	0.3
